Assay outcomes deposited in PubChem by Southern Research Specialized Biocontainment Screening Center.
H37Rv inhibition: M. tuberculosis growth inhibition, HTS (AID 449762) | M. tuberculosis H37Rv growth inhibition, 7H9 media; higher % means a stronger effect | inhibition, % at 25 µM, or IC50 in µM where a hit was titrated | actives 0.59% (n = 330,000); in the data active means a potency from the dose series; inconclusive means inhibition above about 70% without an active follow-up result;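 further: bacterial growth assessed after seven days of incubation; strong numbers were not always called active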
influenza NS1A: H1N1 influenza NS1A inhibitors, functional cell based assay (AID 504329); NS1A functional cell-based assay, percent inhibition; higher % means a stronger effect; inhibition, % at 12.5 µM, or IC50 in µM where a hit was titrated; actives 0.3% (n = 340,000); in the data active means a potency from the dose series; inconclusive means inhibition above about 27% without an active follow-up result; further: strong numbers were not always called active
inhibitors of VEEV: inhibitors of VEEV TC-83 cytopathic effect, confirmation, Vero cells (AID 588727). Vero cells, VEEV TC-83 cytopathic effect inhibition; higher % means a stronger effect. inhibition, % at 20 µM; hits with a dose series show IC50 in µM. actives 0.13% (n = 350,000); in the data active means a potency from the dose series; inconclusive means inhibition mostly from about 14% at the one dose, without a potency; inactive means the rest, 99 in 100 with inhibition below about 12%; further: strong numbers were not always called active
PhoP GFP inhibition: PhoP regulon inhibitors, Salmonella typhi PhoP promoter GFP reporter, confirmatory (AID 1850); Salmonella Typhi PhoP-promoter GFP reporter, fluorescence, 4 h; higher % means a stronger effect; actives 0.33% (n = 310,000); inhibition, % at 50 µM; hits with a dose series show IC50 in µM; in the data active means a potency from the dose series; inconclusive means inhibition mostly from about 25% at the one dose, without a potency; inactive means the rest, 99 in 100 with inhibition below about 19%;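 further: 0% = induced wells with vehicle and 100% = uninduced wells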
M. tuberculosis: growth inhibition of non-replicating M. tuberculosis (AID 488890) | Mycobacterium tuberculosis non-replicating, growth inhibition; higher % means a stronger effect | inhibition, % at 25 µM, or IC50 in µM where a hit was titrated | actives 0.39% (n = 320,000); in the data active means a potency from the dose series; inconclusive means inhibition mostly from about 82% at the one dose, without a potency; inactive means the rest, 99 in 100 with inhibition below about 76%;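 further: plate controls were DMSO cells for no effect and high antibiotic wells for full effect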
inhibitors of VEEV 10K pilot screen: further read-out of inhibitors of VEEV, marked with its call; inhibition, %; measured here: 10K pilot screen inhibition
* hit, by the source's call; i = inactive; ? = inconclusive; . = no result given.

SMILES | H37Rv inhibition | influenza NS1A | inhibitors of VEEV | PhoP GFP inhibition | M. tuberculosis | others
COc1ccc(Br)c(-c2nnc(CS(=O)(=O)c3ccccc3)o2)c1 | 3% | 4% | 3.7% | 7% | 12%
COc1cccc(/C=N/NC(=O)CC(=O)NCCc2ccccc2)c1OC | -2% | 2% | 0.8% | 3% | -5%
COc1ccc(CC(=O)Nc2ccc(C)c(S(=O)(=O)N3CCCCCC3)c2)cc1 | 6% | -8% | 5.3% | . | 24%
O=C(NCCOCCNC(=O)OCc1ccccc1)OCc1ccccc1 | 3% | -13% | 1.4% | -12% | 36%
Cc1cc(C)cc(N(CC(=O)NC2CCCC2)C(=O)CNC(=O)c2ccco2)c1 | -6% | 4% | i | 8% | 9%
COC(=O)c1c(NC(=O)c2ccccc2)sc(C(=O)c2ccccc2)c1C | ? | -4% | 3.3% | -12% | -11% | inhibitors of VEEV 10K pilot screen=2.8
Cc1ccc(NC(=O)NC2CC(=O)N(c3ccc4c(c3)OCCO4)C2)c(C)c1 (centres undefined) | 1% | -3% | 7.9% | 4% | -16%
Cc1cc(OCC(=O)NNC(=O)c2cccs2)ccc1Br | -1% | -10% | 1.4% | -2% | ?
COc1ccc(NC(=O)N2CCCC2C(=O)NCCc2ccccc2)cc1 (centres undefined) | 3% | -4% | 0.3% | 16% | -8%
Cc1sc2nc(CSCC(=O)N(C)c3ccccc3)[nH]c(=O)c2c1C | 3% | 4% | 6.4% | -7% | 33%

Next section; it opens with the two that closed the last part.
SMILES | H37Rv inhibition | influenza NS1A | inhibitors of VEEV | PhoP GFP inhibition | M. tuberculosis | others
COc1ccc(NC(=O)N2CCCC2C(=O)NCCc2ccccc2)cc1 (centres undefined) | 3% | -4% | 0.3% | 16% | -8%
Cc1sc2nc(CSCC(=O)N(C)c3ccccc3)[nH]c(=O)c2c1C | 3% | 4% | 6.4% | -7% | 33%
CC(=O)OCCN(CCCn1c(-c2ccncc2)nc2ccccc21)c1nc(-c2ccc(C)cc2)cs1 | -3% | -7% | 7.8% | -12% | -1%
O=C1NC(Cc2ccccc2)c2nc3cc(F)ccc3c(=O)n2-c2ccccc21 (centres undefined) | 6% | . | . | . | 15%
CCOc1cc2[nH]c(=S)n(CCC(=O)NCc3ccc(OC)cc3)c(=O)c2cc1OCC | 12% | -1% | 3.4% | -5% | -9%
CCc1ccc(CN(C)Cc2nc(Cc3cccc(C(F)(F)F)c3)no2)nc1 | ? | -3% | 0.5% | 9% | 56%
NC(=O)Cc1nc2scc(-c3ccc(Cl)cc3)c2c(=O)[nH]1 | 22% | -3% | 4.8% | 5% | 6%
O=C(O)c1ccc(NCc2cccnc2)cc1 | -2% | -7% | 0.8% | -9% | -1%
Cc1oc2c(c(C)cc3oc(=O)c(CC(=O)N[C@H](C(=O)O)C(C)C)c(C)c32)c1C | -2% | -10% | 0.5% | 14% | 6%
Cc1c(C(=O)Nc2cccc(Cl)c2)oc2ccc(S(=O)(=O)N3CCC4(CC3)OCCO4)cc12 | -9% | 1% | 3.9% | -11% | 7%
COc1ccccc1-n1c(C)nnc1SCC(=O)NCc1ccccc1 | 4% | 2% | i | 1% | 5%
O=C(Nc1nc(-c2ccc3c(c2)OCO3)cs1)C1CC1 | -3% | -5% | 9.0% | -4% | .

Entries above with fluorine, in the order listed:
SMILES | H37Rv inhibition | influenza NS1A | inhibitors of VEEV | PhoP GFP inhibition | M. tuberculosis | others
O=C1NC(Cc2ccccc2)c2nc3cc(F)ccc3c(=O)n2-c2ccccc21 (centres undefined) | 6% | . | . | . | 15%
CCc1ccc(CN(C)Cc2nc(Cc3cccc(C(F)(F)F)c3)no2)nc1 | ? | -3% | 0.5% | 9% | 56%

(cont.)
SMILES | H37Rv inhibition | influenza NS1A | inhibitors of VEEV | PhoP GFP inhibition | M. tuberculosis | others
CCOC(=O)C1CCN(C(=O)CCC(=O)NNc2nc3ccccc3c3nc(C)nn23)CC1 | 7% | 3% | 1.0% | 6% | -4%
O=S(=O)(c1ccc2oc(=S)[nH]c2c1)N1CCCCC1 | -3% | -9% | 1.0% | 14% | 5%
CC(C)C[C@H](NC(=O)c1nc[nH]c1C(=O)N1CCNCC1)C(=O)OCc1ccccc1 | -6% | -4% | 0.8% | -11% | -12%
O=C(O)c1cccc(S(=O)(=O)Nc2ccccc2-c2ccccc2)c1 | 1% | -8% | i | -19% | -1%
O=C(NCc1ccc(F)cc1)c1noc2c1CCCCC2 | . | -3% | 1.5% | . | .
Cc1ccc(C(=O)O/N=C(\c2ccccc2)c2ccncc2)cc1 | ? | . | 0.3% | 8% | 50%
O=C(CSc1nnnn1-c1cccc2ccccc12)Nc1ccc(N2CCOCC2)c(Cl)c1 | -3% | -3% | 5.7% | 15% | -4%
CCOc1ccc(CCNC(=O)COC(=O)C2CCN(S(=O)(=O)c3ccc(C)c(C)c3)CC2)cc1OCC | -13% | -12% | 0.9% | -4% | 3%
C[C@]12CCC(=O)C=C1CCC1C2CC[C@@]2(C)C1CC[C@]2(C)O (some centres undefined) | 5% | 1% | 2.5% | . | .
C=CCN(c1ccc(C(=O)Nc2ccc3c(c2)OCO3)cc1)S(C)(=O)=O | 7% | -4% | 5.8% | -3% | 10%
CNC[C@H]1Oc2c(NC(=O)c3ccc(-c4nccs4)cc3)cccc2C(=O)N([C@@H](C)CO)C[C@@H]1C | 3% | -3% | 0.4% | . | 5%
COc1ccc(CC(=O)N2N=C(C)CC2(O)c2cccnc2)cc1 (centres undefined) | 0% | 11% | i | 0% | -2%
O=C(/C=C/c1cccc(Br)c1)NCC1CCCCC1 | 10% | -2% | 2.8% | -3% | 53%
C=CCN(c1cccc(C(F)(F)F)c1)S(=O)(=O)c1cccc(C(=O)OCC(=O)NC)c1 | 1% | 6% | 0.7% | -5% | 20%
CC(=O)[C@@H]1[C@@H]2C(=O)N(c3ccccc3F)C(=O)[C@@H]2[C@H]2c3ccccc3C=NN12 | -3% | . | 0.4% | -1% | 0%
Cc1ccc(CN(C)C(=O)COC(=O)CSc2ccc([N+](=O)[O-])cc2)cc1 | ? | -4% | 6.2% | 4% | ?
OC1CCN(c2c3c(nc4cc(-c5ccc(Cl)cc5)nn24)CCC3)CC1 | 15% | 1% | 11% | 0% | 20%
COc1cccc(NC(=O)CN(C)CC(=O)Nc2ccc(C)c([N+](=O)[O-])c2)c1 | -5% | 9% | 1.9% | -7% | 0%
CCOC(=O)c1c(C)[nH]c(C(=O)OCC(=O)NCc2ccc(OC)c(OC)c2)c1C | 4% | 5% | 11% | . | 5%
CCn1c(=O)c(C(=O)Nc2ccccc2S(N)(=O)=O)c(O)c2ccccc21 | -2% | -4% | 2.6% | 2% | 1%
Cc1nnc(SCc2nnc(-c3ccc(Cl)cc3)o2)n1-c1ccccc1 | -4% | 0% | 0.8% | -2% | 20%
O=C(COC(=O)Cc1c[nH]c2ccccc12)Nc1cc(S(=O)(=O)N2CCOCC2)ccc1Cl | -2% | 2% | 0.3% | . | 21%
CCc1ccccc1NC(=O)Cn1nc(C(F)(F)F)cc1C1CC1 | 1% | 18% | i | 5% | -1%
Nc1nc2ccc(Cl)cc2o1 | . | 1% | i | . | .
CCN(CC)S(=O)(=O)c1ccc(C(=O)Nc2cccc(C)c2)cc1 | 1% | -3% | 1.2% | 4% | 30%
COc1ccc(C#Cc2c(-c3ccccc3)n(-c3ccccc3)c3ccc(CO)cc23)cc1 | 3% | 6% | 7.8% | . | 41%
COc1ccc(CCNC(=O)CCc2cc(OC)c(OC)c(OC)c2)cc1OC | 5% | -4% | 0.6% | -18% | 1%
Cc1nonc1OCCn1nnnc1N | -2% | 0% | 1.1% | 13% | 4%
NC(=O)CC(NC(=O)Cc1cccc2ccccc12)c1ccc(NCc2cc(F)ccc2F)c([N+](=O)[O-])c1 (centres undefined) | -3% | -3% | 2.9% | -13% | 2%
O=C(O)c1cccc(NC(=O)C23CC4CC(C2)CC(n2cnc(Cl)n2)(C4)C3)c1 | -2% | -7% | 2.9% | 4% | 16%

Of the compounds above, these contain bromine.
SMILES | H37Rv inhibition | influenza NS1A | inhibitors of VEEV | PhoP GFP inhibition | M. tuberculosis | others
COc1ccc(Br)c(-c2nnc(CS(=O)(=O)c3ccccc3)o2)c1 | 3% | 4% | 3.7% | 7% | 12%
Cc1cc(OCC(=O)NNC(=O)c2cccs2)ccc1Br | -1% | -10% | 1.4% | -2% | ?
O=C(/C=C/c1cccc(Br)c1)NCC1CCCCC1 | 10% | -2% | 2.8% | -3% | 53%

Later entries:
SMILES | H37Rv inhibition | influenza NS1A | inhibitors of VEEV | PhoP GFP inhibition | M. tuberculosis | others
COc1ccc(NC(=O)C(c2ccccc2)N(C)C(=O)c2cnccn2)cc1 (centres undefined) | -11% | 20% | 1.2% | -1% | -4%
Cn1c(=O)c2c(nc(-c3ccc(N(CCCl)CCCl)cc3)n2C)n(C)c1=O | . | 1% | 5.2% | . | .
CC(C)CNS(=O)(=O)c1ccc(NC(=O)Cn2nc(-c3ccc(F)cc3)ccc2=O)cc1 | 7% | -8% | 0.3% | -5% | 3%
C/C(CC(=O)Nc1ccc2c(c1)OCCO2)=N\NC(=O)c1ccc([N+](=O)[O-])cc1Cl | 12% | 0% | 2.8% | -12% | -9%
Cc1cccc(C(=O)NNC(=O)c2cccc([N+](=O)[O-])c2)c1 | 1% | 1% | 0.9% | 3% | -18%
O=S(=O)(c1ccc(Cl)cc1)N1CCCC1c1cccnc1 (centres undefined) | 7% | -7% | 3.3% | 4% | 7%
N=c1n(CCN2CCCC2)c2ccccc2n1CC(O)c1ccco1 (centres undefined) | 4% | -11% | i | 2% | 3%
CCn1c(SCC(=O)NCc2ccc3c(c2)OCO3)nnc1-c1ccco1 | -1% | 0% | 0.6% | 8% | -19%
C=CCOC(=O)C1=C[C@H](c2coc3ccccc3c2=O)[C@@H](CCCO)[C@H](OCC)O1 | -3% | -1% | i | 1% | 7% | inhibitors of VEEV 10K pilot screen=0.1
O=C(CCN1C(=O)[C@@H]2Cc3ccccc3CN2C1=O)NCc1ccccc1Cl | 3% | -3% | 0.8% | 2% | -12%
C=CCC[C@@H](Cc1ccc(F)cc1)C(=O)OC[C@@H](Cc1c[nH]c2ccccc12)NC(=O)[C@H](CC=C)CC(=O)NCCO | 38% | -22% | 1.4% | . | 44%
CCN1CCN(c2cc(N3CCCC3)c(F)cc2[N+](=O)[O-])CC1 | -2% | 12% | i | -25% | 5%
CCCn1nnnc1SCC(=O)N1CCCC1 | 15% | 3% | 2.5% | -13% | 8%
COc1ccc(/C=N/NC(=O)CNC(=O)/C=C/c2ccccc2OC)cc1 | 5% | -5% | 1.9% | -1% | -3%
O=C(Nc1cccc(C(=O)O)c1)/C(=C\C=C\c1ccccc1)NC(=O)c1ccccc1 | 2% | -2% | 0.3% | -1% | -11%
Cc1ccc(S(=O)(=O)N2CCN=C2c2ccccc2)cc1C | -5% | 5% | i | 3% | -5%
CC1(C)Cc2c(sc(NC(=O)c3ccccc3)c2C(=O)O)CO1 | 13% | -2% | 2.5% | -2% | 16%
CCOc1cc(NC(=O)c2ccccn2)c(OCC)cc1NC(=O)c1cccc(C)c1 | 9% | -1% | i | -9% | 18%
CC(C)N1CCN(c2ccc(OC[C@H]3CO[C@](Cn4cncn4)(c4ccc(Cl)cc4Cl)O3)cc2)CC1 | ? | 13% | 42% | -10% | ?
Cc1cc(=O)[nH]c2c1cnn2C(C)c1ccccc1 (centres undefined) | 0% | -27% | i | -2% | -9%
O=C(Nc1ccccc1Br)C1CC(=O)N(c2ccc3c(c2)OCCO3)C1 (centres undefined) | -6% | 0% | 1.5% | -5% | 16%
CCN(C(=O)COc1ccccc1[N+](=O)[O-])C1CCS(=O)(=O)C1 (centres undefined) | -5% | -3% | 0.3% | -6% | -11%

At a glance, 2 of the compounds above.
SMILES | H37Rv inhibition | influenza NS1A | inhibitors of VEEV | PhoP GFP inhibition | M. tuberculosis | others
O=C(Nc1ccccc1Br)C1CC(=O)N(c2ccc3c(c2)OCCO3)C1 (centres undefined) | -6% | 0% | 1.5% | -5% | 16%
CCN(C(=O)COc1ccccc1[N+](=O)[O-])C1CCS(=O)(=O)C1 (centres undefined) | -5% | -3% | 0.3% | -6% | -11%
